Screening results from PubChem.
ABHD5-PLIN5 inh: ABHD5-PLIN5 interaction inhibitors, primary screen, cell lysate, split luciferase complementation, luminescence; actives 0.78% (n = 360,000); AID 602281, 2012; Split G. princeps luciferase complementation, 4 h; Perilipin-5 (Homo sapiens) + 1-acylglycerol-3-phosphate O-acyltransferase ABHD5 (Homo …; inhibition, % at 4 µM;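 active = inhibition above the mean inhibition across every tested compound plus 3 SD, cut at about 22% in these data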;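 also: 0% = DMSO only wells and the 100% control is not disclosed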
aDG glyco act: activators of alpha-DG glycosylation, primary screen, uHTS, Pro5-aDG cells, AlphaScreen; alpha-DG glycosylation AlphaScreen (IIH6); 0% Pro5, 100% B10-LARGE cell signal; actives 0.22% (n = 360,000); AID 624168, 2012; activation, % at 10 µM;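 active = activation of at least 8% versus controls, or a plate z-score of at least 8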;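 also: Pro5 are CHO cells carrying HIG-tagged alpha-DG that lacks glycosylation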
iPSC survival up: enhancers of single-cell hiPSC survival, primary screen, ATPlite luminescence | survival enhancement, % at 20 µM | AID 602274, 2012 | 100% = ROCK inhibitor wells, 0% = DMSO | actives 0.044% (n = 360,000); in the data active = survival enhancement above about 18%;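 also: cells exposed to compounds for 16 hours before the ATP read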
MC4R antag cAMP: MC4R antagonists of cAMP signaling, primary screen, cell-based, TR-FRET, antagonist arm of biased-ligand search. inhibition, % at 6.5 µM. Melanocortin receptor 4 (Homo sapiens), P32245. actives 0.48% (n = 360,000). MC4R-expressing cells, MTII-stimulated cAMP, LANCE TR-FRET;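 active = inhibition above its plate's cutoff, the mean of tested wells on that plate plus 3 SD, cut at about 29% in these data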;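 also: 0% = Melanotan II alone and 100% = Melanotan II plus saturating MCL0020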
Target sequence (P32245 whole entry, looked up): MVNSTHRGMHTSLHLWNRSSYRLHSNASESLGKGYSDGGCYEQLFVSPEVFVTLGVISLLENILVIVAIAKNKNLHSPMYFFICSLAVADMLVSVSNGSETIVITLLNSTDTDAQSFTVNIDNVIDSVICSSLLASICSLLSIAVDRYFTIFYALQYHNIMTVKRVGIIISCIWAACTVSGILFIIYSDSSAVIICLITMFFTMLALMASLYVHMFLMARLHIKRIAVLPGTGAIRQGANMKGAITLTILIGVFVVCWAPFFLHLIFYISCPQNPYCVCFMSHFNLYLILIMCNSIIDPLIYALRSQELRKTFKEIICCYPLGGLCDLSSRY
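Material – human MC4R-expressing U2OS cells · Repeats – no replicates · Detection – TR-FRET with Eu-cAMP and labeled anti-cAMP, 671 nm · Times – compound 30 min, challenge 1 h, detection 1 h · Compound – single nominal compound dose of 6.5 µM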
Cardio protect: cardioprotection against H2O2-induced cell death, primary screen, uHTS, H9c2 cells, ATPLite luminescence; actives 0.63% (n = 360,000); protection from H2O2 cell death, % at 20 µM; H9c2 cardiomyocytes, H2O2 injury protection, 2 h;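 active = compounds giving at least 50% protection of heart cells from peroxide-induced death in the single-dose screen, raw or plate-pattern-corrected value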;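 also: 0% = DMSO wells with peroxide and 100% = DMSO wells without peroxide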
Glyco luc inh: increase of ERlucT glycosylation luciferase signal, primary screen, N-linked glycosylation inhibitor project, D54 ERlucT cells, luminescence, set 2; reporter increase, % at 12.5 µM; actives 0.23% (n = 360,000); AID 588692, 2011; D54 ERlucT glycosylation luciferase reporter, 24 h; percent of 100 nM tunicamycin response;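 active = mean luciferase reporter signal, scaled so untreated is 0 and the glycosylation-blocking control 100, at or above a set limit in every replicate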;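 also: luciferase carries N-glycosylation sites so blocking glycosylation raises the light; 0% = median of neutral control wells and 100% = median of 100 nM tunicamycin wells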
Granule exo inh: LAMP-1 surface exposure blockers, TALL-104 cells – cell-based, flow cytometry, MLPCN library, primary screen; AID 651702, 2012; TALL-104 LAMP-1 surface exposure; cells stimulated with thapsigargin and PMA; inhibition, % at 10 µM; actives 0.66% (n = 360,000);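 active = inhibition above about 55%, limit read from the data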
MC4R barr agon: MC4R agonists recruiting beta-arrestin, primary screen, cell-based, luminescence, agonist arm of biased-ligand search | Melanocortin receptor 4 (Homo sapiens), P32245 | U2OS MC4R beta-arrestin complementation; percent of melanotan II response, DMSO zero | activation, % at 8.9 µM | actives 0.98% (n = 360,000) | AID 540308, 2011;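 active = activation above a per-plate cutoff, the mean activation of sample wells on that plate plus 3 SD, cut at about 8% in these data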
m5-HT2A agonist: mouse Htr2a agonists via beta-arrestin recruitment, primary screen, cell-based, luminescence | 5-hydroxytryptamine receptor 2A (Mus musculus), P35363 | actives 0.66% (n = 360,000) | activation, % at 7.6 µM | CHO-K1 mHTR2A beta-arrestin complementation; percent of 30 µM serotonin response;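 active = activation above a run cutoff, the mean activation of all tested compounds plus 3 SD, cut at about 14% in these data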;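 also: 0% = plate median of compound wells and 100% = 30 µM serotonin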
Target sequence (P35363 whole entry, looked up): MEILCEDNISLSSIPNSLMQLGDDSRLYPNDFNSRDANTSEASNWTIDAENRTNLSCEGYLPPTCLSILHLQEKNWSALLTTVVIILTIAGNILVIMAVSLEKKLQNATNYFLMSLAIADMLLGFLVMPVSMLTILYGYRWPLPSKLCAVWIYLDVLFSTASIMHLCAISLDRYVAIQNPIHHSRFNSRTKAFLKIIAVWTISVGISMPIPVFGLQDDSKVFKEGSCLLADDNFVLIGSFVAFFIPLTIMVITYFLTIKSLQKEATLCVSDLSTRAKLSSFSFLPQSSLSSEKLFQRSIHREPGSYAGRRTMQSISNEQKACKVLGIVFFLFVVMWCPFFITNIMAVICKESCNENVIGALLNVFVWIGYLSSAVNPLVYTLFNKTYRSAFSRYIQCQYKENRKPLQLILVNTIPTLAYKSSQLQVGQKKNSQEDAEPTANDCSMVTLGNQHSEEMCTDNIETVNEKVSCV
ABCB6 inh MLPCN: ABCB6 transporter inhibitors, primary screen, K562-ABCB6 cells, flow cytometry, MLPCN library | fluorescence ratio to DMSO, % at 10 µM | actives 0.19% (n = 360,000) | K562-ABCB6 porphyrin accumulation, 1 h; active compounds read low | ATP-binding cassette sub-family B member 6 (Homo sapiens), Q9NP58;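 active = fluorescence ratio to DMSO below 75%, the collection mean minus 3 SD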;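 also: signal is porphyrin accumulated inside mitochondria; 100% equals median channel fluorescence of DMSO control wells; lower ratio means ABCB6 inhibition with less porphyrin fluorescence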
Starred values were filed as active, the others as inactive; / = not tested or not shown.

SMILES	ABHD5-PLIN5 inh	aDG glyco act	iPSC survival up	MC4R antag cAMP	Cardio protect	Glyco luc inh	Granule exo inh	MC4R barr agon	m5-HT2A agonist	ABCB6 inh MLPCN
CCOC(=O)c1c(NC(=O)N/N=C/c2ccccc2OCC)sc(C(C)=O)c1C	6	-0.6	-0.1	3	-12	2	0	-2.2	5	113
C(=NN=C1c2ccccc2-c2ccccc21)c1c[nH]c2ccccc12	2	-0.1	3.6	-1	-10	3	-23	-1.7	-4	93
CC(=O)N1CCN(Cc2cc(=O)oc3cc(C)ccc23)CC1	7	-0.2	-1.1	/	3	3	-2	/	0	99
Nc1nc(SCCO)[nH]c(=O)c1NC(=O)c1ccccc1F	-5	-0.4	-0.9	3	6	2	24	0.7	-1	95
CCc1nnc(NC(=O)c2ccc(S(=O)(=O)N3CCCC(C)C3)cc2)s1 (stereo unspecified)	0	-0.1	-0.1	20	-3	0	-9	-0.4	6	94
CCOc1ccc(NS(=O)(=O)c2ccc3c(c2)n(C)c(=O)n3C)cc1	1	0.4	0.1	7	-9	7	-2	-1.7	-2	93
CC1(NC(=O)Cc2ccc(S(=O)(=O)N3CCOCC3)s2)CCS(=O)(=O)C1 (stereo unspecified)	-3	0.0	3.4	12	0	4	-3	0.2	2	95
CCCCN(C)CCNC(=O)C1CCN(S(=O)(=O)c2cccc3nsnc23)CC1	4	-0.1	0.1	-1	0	-2	-1	-1.2	-1	100
CCN(CC)S(=O)(=O)c1ccc(Cl)c(NC(=O)COC(=O)C2CCCCC2)c1	-5	0.0	-0.5	3	2	-2	5	4.0	4	90
CNS(=O)(=O)c1cccc(C(=O)OCC(=O)Nc2ccc(OC)cc2[N+](=O)[O-])c1	-1	-0.1	-1.7	13	3	0	1	-1.2	2	93
Clc1ccc2c(c1)C(C1=NCCN1)c1ccccc1CS2 (stereo unspecified)	-4	0.1	-2.6	1	10	5	-1	-1.1	-3	107
COc1ccc(CCNS(=O)(=O)c2ccc(Cl)cc2)cc1OC	-1	-0.1	2.9	5	-1	-1	0	-0.9	-6	99
Cc1cc(Nc2ccc(Br)cc2)nc2ccccc12	-1	0.0	-0.5	0	-7	-1	-1	3.1	-4	98
O=C(c1ccc(CS(=O)(=O)Cc2ccccc2)cc1)N1CCCCC1	-1	0.1	-0.2	13	-6	-2	0	-2.2	5	98
CCNC(=S)Nc1cc(C)ccn1	-4	0.0	-1.0	-2	-3	0	-3	0.8	2	98
CCCNc1nc2c(c(=O)n(C)c(=O)n2C)n1Cc1ccc(F)cc1	-1	0.4	2.5	18	-28	0	0	0.2	-2	99
CC(C)n1c(SCC(=O)NCc2ccco2)nc2c1c(=O)n(C)c(=O)n2C	8	-0.1	0.1	2	3	-1	0	-1.2	5	95
COc1ccccc1N(C)S(=O)(=O)c1ccc(C)c(C(=O)N2CCCCCC2)c1	-6	-0.2	0.3	-2	-6	-2	-3	-1.0	2	95
CC1=C(C)CC(C(=O)Nc2nc(-c3ccc(F)cc3)c(C)s2)C(C(=O)O)C1 (stereo unspecified)	-1	0.0	1.8	3	3	1	1	-1.0	1	94
O=C(CSc1nc(=O)n2ccccc2n1)NCc1ccccc1Cl	-1	1.7	0.0	0	3	0	-10	-1.9	0	99
Cc1cc(Cl)ccc1OC(C)C(=O)NCCc1ccc2c(c1)OCCO2 (stereo unspecified)	-3	-0.1	-1.2	14	-5	0	1	0.6	-5	97
CCOc1ccc(Cl)cc1-c1cc(C(=O)NCCOC)[nH]n1	-5	-0.1	0.5	-3	-1	1	-1	-1.3	0	98
COc1cccc(/C=C2\SC(N3CCC(C)CC3)=NC2=O)c1OC	3	0.1	0.4	2	-1	4	2	-3.5	-3	100
Nc1c(Sc2ccccc2)c(=O)[nH]c(=O)n1Cc1ccccc1	-2	-0.3	-0.8	-8	8	1	6	-1.1	-7	89
Cc1cc(C(=O)OCC(=O)NC2CCCC(C)C2C)c(C)o1 (stereo unspecified)	-9	0.0	-0.5	0	-3	2	0	-1.1	-6	94
C=CCn1c(SCC(=O)Nc2ccc3c(c2)OCCO3)nnc1-c1ccccn1	4	0.4	1.1	0	4	0	4	-1.4	-4	94
Cc1nc(C(=O)Nc2ccc(F)cc2)nn1-c1ccc([N+](=O)[O-])cc1	1	0.3	-0.6	-1	6	-3	5	-1.0	3	94
CCC(c1nnnn1Cc1ccco1)N(CCc1ccccc1)Cc1cc2cc(C)ccc2[nH]c1=O (stereo unspecified)	18	0.0	-2.5	12	31	-1	3	1.4	4	93
CC(C)(C)N=C1NN=C(c2ccc(S(=O)(=O)N3CCCCC3)cc2)CS1	-14	-0.1	-0.3	17	9	-7	38	-1.0	6	98
CSC1=NC(C)N2C(SC)=NC(C)N12 (stereo unspecified)	-3	0.0	-0.1	9	-1	0	0	-1.6	2	102
COc1ccc(CNC(=O)C2CCN(S(=O)(=O)N3CC(C)CC(C)C3)CC2)cc1 (stereo unspecified)	-2	0.0	-0.3	3	2	-3	2	-1.3	-3	103
CCCc1cc(=O)[nH]c(SCC(=O)N(CC)c2c(N)n(Cc3ccccc3)c(=O)[nH]c2=O)n1	5	0.1	-0.3	2	0	0	-5	-1.8	-5	98
CC(=O)Nc1cccc(OCC(=O)/C=C2\N(C)c3ccccc3C2(C)C)c1	5	1.0	0.2	-1	-17	-1	4	-0.2	-1	333
COc1ccc(N/C=C/C(=O)c2ccc(Oc3ncccn3)cc2)cc1	0	-0.3	1.1	-13	-15	0	-3	-1.8	-3	96
Cc1nnc(NC(=O)CSc2nnc3c(n2)[nH]c2ccc(Br)cc23)s1	-1	0.2	0.6	-4	9	0	-11	0.1	3	89
Cc1nc2cc(NC(=O)c3ccc(Br)s3)ccc2s1	-4	1.3	-0.4	-3	-17	-12	12	-1.7	-3	93
COc1ccccc1N(Cc1ccccc1)S(=O)(=O)c1cccc(C(=O)Nc2ncccc2C)c1	-2	-0.1	-0.3	14	-8	-4	-4	1.1	-5	92
Cc1cc(NC(=O)CN2CCN(c3ccc(O)cc3)CC2)no1	-1	0.0	1.5	6	3	1	0	-2.8	-3	100
CCCOC(=O)/C(C(N)=NCc1ccccc1)=C(\O)OCCC	-2	0.2	0.0	8	-7	-3	-4	1.1	-3	97
COc1cccc(C2=CC(=O)CC(C)(C)C2)c1OC	-3	1.3	-0.3	4	4	2	23	-2.7	2	90
CSCC(=O)NC1CCCc2c1cnn2-c1cc(F)cc(F)c1 (stereo unspecified)	0	0.0	-0.1	-1	1	1	-2	-2.2	1	90
COc1ccc(CCNC(=O)COc2ccc(-c3ccc(C#N)cc3)cc2)cc1	-4	0.1	0.0	1	4	-2	1	19*	-3	101
CC(C)(C)c1ccc(OCCC(=O)NC2=NCCS2)cc1	-2	-0.2	5.9	-1	-13	0	3	-1.2	2	92
CSc1ncc(C(=O)Nc2cccc(Cl)c2)c(C)n1	-2	0.3	-0.7	-3	-4	-2	-5	2.4	3	99
Cc1cccc(OCC(=O)N2CCCc3ccccc32)c1	-1	0.0	-0.5	4	0	0	-2	0.7	-4	99
O=C(C=Cc1ccccc1)c1cc(Br)ccc1O	17	-0.1	-2.3	5	-2	10	-6	-1.9	-3	95
COc1ccc(N=CC2=C(O)CC(C)(C)CC2=O)cc1OC	-6	0.1	-0.4	2	6	-1	3	-0.3	-6	96
CCCCOc1ccc(/C=C/C(=O)OCC(=O)NC(=O)NCC(C)C)cc1OCC	-10	0.1	-0.7	2	0	0	1	-2.0	-2	105
COC(=O)c1cc(Br)ccc1-c1ccc(/C=N/n2nnnc2N)o1	2	2.8	2.1	-19	-2	3	-5	2.3	0	99
CSc1nnc(-c2sc(-c3ccccc3)nc2C)n1C	-2	0.6	-1.0	6	-3	1	2	-1.8	8	99
(further entries)
SMILES	ABHD5-PLIN5 inh	aDG glyco act	iPSC survival up	MC4R antag cAMP	Cardio protect	Glyco luc inh	Granule exo inh	MC4R barr agon	m5-HT2A agonist	ABCB6 inh MLPCN
Cc1ccccc1C(=O)Nc1ccc(S(=O)(=O)N2CC(C)OC(C)C2)cc1 (stereo unspecified)	-5	0.0	0.7	7	-4	1	-3	-2.1	-6	103
COc1cc(/C=N/NC(=O)CC(=O)NC2CCCCC2)ccc1O	-6	-0.1	0.3	-2	0	1	2	-0.9	16*	97
O=[N+]([O-])c1ccc(-c2cc(-c3ccc(Cl)cc3)n[nH]2)cc1	4	-0.1	-0.5	7	-11	3	6	3.1	1	105
Nc1nnc(SCC(=O)Nc2ccc(N3CCOCC3)cc2)s1	-2	-0.1	-0.4	15	1	3	-14	-2.0	-2	94
O=C(CCc1nnc(Cc2c[nH]c3ccccc23)o1)NCCC1CCCCO1 (stereo unspecified)	9	0.3	0.2	0	2	0	1	-0.2	4	95
C[C@]12C(=O)N(c3cccc(Cl)c3)C(=O)N1[C@H]1c3ccccc3OC[C@@H]1[C@H]2c1ccccc1	-9	-0.3	-3.7	4	-2	-13	15	2.7	-2	92
CCC1CCc2sc(C(=O)O)cc2C1 (stereo unspecified)	-4	-0.2	2.6	-8	6	-2	0	0.8	1	98
Cc1cccc2cc(CN(CCN3CCOCC3)C(=O)NCc3ccccc3)c(=O)[nH]c12	-5	0.0	4.7	5	11	-1	-4	0.2	5	102
CCOP(=O)(OCC)c1ccc2ccc3ccccc3c(=O)c2c1	-1	0.1	3.4	-9	-1	-1	0	-2.0	-11	102
CCOc1ccc2nc3ccc4[nH]onc4c3c2c1	3	1.0	3.8	-1	-12	3	4	1.9	1	102
CCC(C)Nc1nc(N)c([N+](=O)[O-])c(Nc2cc(OC)ccc2OC)n1 (stereo unspecified)	-5	-0.3	0.3	-5	33	-3	32	0.3	-3	95
CC1(C)CC(=O)C2=C(C1)OC(N)=C(C#N)C2C#Cc1ccccc1 (stereo unspecified)	6	0.2	1.2	6	-12	0	9	-1.2	4	89
C[C@@H]1CN([C@H](C)CO)C(=O)CCCn2nncc2CO[C@H]1CN(C)S(=O)(=O)c1ccc(Oc2ccccc2)nc1	6	0.2	1.1	9	0	0	8	0.6	-5	97
CCC(c1nnnn1C(C)(C)C)N1CCN(C(=O)c2ccco2)CC1 (stereo unspecified)	-13	0.0	1.7	2	1	1	-4	-0.7	-3	100
